# Source: PubChem
# TR SRC2 fluor cs = counter-screen for TRb-SRC2 inhibitors: fluorescence interference | Potency, µM (titrated, usually from 106 µM), without a hit: at the highest dose fluorescence change, negative = quenching | AID 1479 | actives 0.29% (n = 280,000) | TRb/SRC2 Texas Red total fluorescence interference; active = well fitted curve in either direction with a large enough effect; inconclusive = small, poorly fitted or top-dose-only effect; note: % is set by controls: 0 for no effect and ±100 for the full control effect
#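 Human TRb ligand-binding domain at 0.6 uM with 20 nM Texas Red SRC2 peptide in Tris buffer containing 1 uM T3 and 5% DMSO, incubated with compound 5 h at ambient temperature. Total fluorescence (555/632 nm) calculated as parallel + 2 × perpendicular.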
# TRb-SRC2 inh = TRbeta-SRC2 interaction inhibition; AID 1469; actives 0.065% (n = 280,000); TRbeta-SRC2 peptide binding, fluorescence polarization; receptor liganded with 1 µM T3; Potency, µM (titrated, usually from 106 µM), for inactives: at the highest dose activity change, negative = inhibition, actives largely listed as inhibitors;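 note: plate controls were bound peptide for no effect and peptide without receptor for full effect; nearly all actives have a fitted effect of over 50% in size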
# Target sequence (P10828 whole entry, looked up): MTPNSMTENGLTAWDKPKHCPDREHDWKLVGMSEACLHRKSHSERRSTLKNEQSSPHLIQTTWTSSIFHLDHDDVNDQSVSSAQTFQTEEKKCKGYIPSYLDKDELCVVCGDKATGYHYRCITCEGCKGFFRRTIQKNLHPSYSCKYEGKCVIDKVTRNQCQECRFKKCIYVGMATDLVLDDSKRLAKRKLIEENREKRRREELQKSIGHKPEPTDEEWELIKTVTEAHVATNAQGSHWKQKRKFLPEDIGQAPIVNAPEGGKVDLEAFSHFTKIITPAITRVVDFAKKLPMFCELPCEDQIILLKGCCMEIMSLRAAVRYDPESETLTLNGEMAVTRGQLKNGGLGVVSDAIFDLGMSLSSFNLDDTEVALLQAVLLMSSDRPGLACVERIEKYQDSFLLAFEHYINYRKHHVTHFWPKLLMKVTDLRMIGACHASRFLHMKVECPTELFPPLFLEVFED
#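 Binding of a 20-amino-acid Texas Red SRC2 peptide (20 nM) to TRb ligand-binding domain (0.6 uM) with agonist T3 at 1 uM was followed by fluorescence polarization after a 5 hr room-temperature incubation.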
# Tau FP inhib = tau fibrillization inhibition (FP) | K18 P301L tau heparin fibrillization, Alexa594 FP, 6 h | Potency, µM (series often up to 57.7 µM), for the others: top-dose activity, negative = inhibition, actives largely listed as inhibitors | actives 0.39% (n = 280,000) | AID 1468; note: % is set by controls: 0 for no effect and ±100 for the full control effect; nearly all actives have a fitted effect of over 55% in size
# Target sequence (P10636 561-689 P618L limits assumed): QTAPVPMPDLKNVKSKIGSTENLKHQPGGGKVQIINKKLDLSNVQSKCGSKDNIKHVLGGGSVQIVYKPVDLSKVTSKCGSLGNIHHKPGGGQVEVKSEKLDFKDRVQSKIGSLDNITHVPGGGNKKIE
#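 Steps: dispense K18 P301L tau (15 uM plus 0.24 uM Alexa 594 tracer, final) in pH 7 sodium acetate; add compound; add heparin (20 uM final); incubate 6 hr, 37 C; add ThT (30 uM final); after 1 hr ambient, read FP.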
# HTT ATP protect = Huntington cell model cytoprotection by ATP luminescence; PC12 HTT-Q103 induced, cytoprotection, ATP luminescence, 40 h; Potency, µM (series often up to 56.4 µM), for the others: cytoprotection (ATP increase), usual class: activators; actives 0.14% (n = 230,000); AID 1471;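 note: % of control where 0% means no effect; nearly all actives have a fitted effect of over 45% in size; toxic huntingtin expression switched on by the ecdysone agonist tebufenozide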
#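 ATP quantification (ATPlite) reports survival of PC12 cells in which tebufenozide, 100 nM final, switches on Htt exon 1 with 103 glutamines linked to GFP; compounds are titrated.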
# RECQ1 helicase = blocks DNA unwinding by human RECQ1. AID 2549. RECQ1 DNA unwinding, red fluorescence kinetic read. Potency, µM (top dose mostly 57.3 µM), inactives show at the top dose activity, negative = inhibition, actives largely listed as inhibitors. actives 0.54% (n = 240,000). P46063;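 note: plate controls were vehicle for no effect and no enzyme for full effect; nearly all actives have a fitted effect of over 30% in size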
#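 RECQ1T1 50 nM; forked duplex (20 bp + 30-nt ss tails) 200 nM, ATP 2 mM final; pH 8.0, 2 mM MgCl2, 2.5 ug/ml poly(dI-dC); 15 min compound preincubation; discontinuous kinetic read over 2 h at RT.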
# Tau fluor cs = counter-screen for tau fibril formation inhibitors; tau K18 P301L Alexa594 fluorescence, heparin fibrillization; Potency, µM (doses to about 57.7 µM), for the others: top-dose activity change, negative = decrease; actives 0.93% (n = 280,000); note: % is set by controls: 0 for no effect and ±100 for the full control effect; nearly all actives have a fitted effect of over 55% in size
#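 Human tau K18 P301L (15 uM unlabeled, 0.24 uM Alexa 594-labeled) in 100 mM sodium acetate pH 7 with 20 uM heparin, 6 hr at 37 C. ThT 30 uM added, 1 hr ambient; Alexa 594 FP and total fluorescence read at 555/632 nm.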
# Tau fibril ThT = blocks human tau fibril formation measured by thioflavin T; P10636; AID 1460; recombinant tau K18 P301L (four-repeat tau fragment), heparin-induced fibrillization, ThT fluorescence; Potency, µM (doses to about 57.4 µM), for inactives: at the highest dose activity, negative = inhibition, usual class: inhibitors; actives 2.1% (n = 270,000); note: % is set by controls: 0 for no effect and ±100 for the full control effect; nearly all actives have a fitted effect of over 55% in size
#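 Aggregation was driven by heparin (20 uM final) acting on recombinant tau […] bearing P301L in 100 mM sodium acetate pH 7; fibrils were detected with Thioflavin T.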
# L3MBTL1 inh = inhibitors of human L3MBTL1; actives 0.66% (n = 230,000); Potency, µM (top dose mostly 57.1 µM), without a hit: at the highest dose activity, negative = inhibition, usual class: inhibitors; AlphaScreen L3MBTL1–H3K9me1 peptide binding; AID 485360; note: % is set by controls: 0 for no effect and ±100 for the full control effect; nearly all actives have a fitted effect of over 60% in size
#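 First, the protein-peptide complex forms for 30 min at room temperature (L3MBTL1 50 nM, biotinylated H3K9me1 peptide 75 nM). Next, compounds are pin-transferred and incubated 30 min. Finally, AlphaScreen beads are added and read after 30 min.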
# * hit, by the source's call; i = inactive; ? = inconclusive; nt = no result given; & = joins results of further samples; [ ] = remark or other dose. Unless noted, calls come from the whole dose curve; as a rule, active = well fitted curve in the direction sought with a large enough effect; inconclusive = small, poorly fitted or top-dose-only effect, or another doubt; inactive = no such curve, though single readings can be large; an effect the other way counts as inactive or inconclusive. Potency is the fitted concentration of half-maximal effect. This is a subset; count on the stated rates, not on these rows.
SMILES,TR SRC2 fluor cs,TRb-SRC2 inh,Tau FP inhib,HTT ATP protect,RECQ1 helicase,Tau fluor cs,Tau fibril ThT,L3MBTL1 inh
CC(c1cc2ccccc2s1)N(O)C(N)=O (configuration not stated),0%&-1%,3%&-1%,-8%&-6%,5%,-5%&0%,-13%&-5%,-4%&-12%,nt
CCCn1c(SCC(=O)NNC(=O)c2ccccc2)nnc1-c1cccnc1,-4%,-1%,0%,-15%[10 µM],i,-2%,-7%,nt
O=C(CSc1nccn1-c1ccc(Cl)cc1)Nc1nc2ccccc2s1,-8%,-1%,-11%,nt,nt,-27%,-10%,nt
NC(=O)C1CCN(C(=O)CSc2ccccn2)CC1,-6%,-3%,-12%,-3%,-2%,-3%,0%,8%
CCn1c(=O)cc(SCC(=O)N2CCN(C)CC2)c2ccccc21,-1%,1%,1%,-8%[10 µM],-9%,-1%,-12%,nt
CCc1cccc(NC(=O)c2ccc(Br)o2)c1,-5%,1%,2%,-6%,i,-2%,-5%,nt
Cc1ccc(-n2ncc3c(=O)[nH]c(SCC(=O)N4CCC(C)CC4)nc32)cc1C,-7%,-3%,-1%,-17%,2%,1%,-1%,11%
COc1cccc(CNC(=O)CN2C(=O)CSc3ccc(S(=O)(=O)N4CCCC4)cc32)c1,-1%&-1%,4%&-2%,-11%&-2%,-33%[inhibitor],-3%,-6%&-16%,0%&-4%,nt
Cc1ccc(CN2C(=O)CCC2C(=O)NCCCN2CCOCC2)cc1 (configuration not stated),2%,2%,1%,12%,-4%,2%,9%,2%
Nc1scc[n+]1Cc1cccc2cccnc12,1%,5%,-3%,21%[10 µM],-2%,9%,nt,nt
CCOc1ccc(NC(=O)CCCn2c(=S)[nH]c3ccsc3c2=O)cc1,0%,4%,-5%,-14%,i,-29%,?,nt
CC(=O)[C@]1(O)CCC2C3CC(C)C4=CC(=O)C=CC4(C)[C@@]3(F)C(O)C[C@]21C (some centres not stated),-1%,4%,-2%,-83%[inhibitor],-13%,-2%,2%,nt
CN1CCN(C(=S)Nc2ccc(Cl)cc2Cl)CC1,1%,-1%,-5%,1%,2%,-4%,-5%,nt
COc1ccc(-c2nc3c(c4c2C[C@H](c2ccccc2)OC4)CN(C(=O)Cc2cccs2)CC3)c(C)c1,-4%[11.2 µM],1%[11.2 µM],9%[11.6 µM],-8%[10 µM],i[11.5 µM],12%[11.6 µM],4%[11.5 µM],nt
Cc1nn(C)cc1NC(=O)Cn1nc(C(F)(F)F)cc1C1CC1,-3%,-3%,12%,nt,i,-2%,1%,-2%
COc1ccccc1NC(=O)Nc1nn(C)c2cccc(N(C)C)c12,-2%,0%,12%,13%[10 µM],4%,?,nt,nt
COc1cc(NC(=O)CSc2nnc(C)s2)cc(OC)c1OC,-2%,-6%,5%,3%,-1%,6%,-3%,8%[11.4 µM]
c1cncc(CNc2ncnc3ccc(-c4cccnc4)cc23)c1,-6%,-1%,-5%,-26%,15%,-13%,-15%,11%&3%
CCCn1c(-c2ccc(F)cc2)nc2c(NCCCN(CC)CC)nc(C)nc21,4%,1%,-12%,-1%,-11%,-2%,8%,nt
Cc1cc(-c2ccc(C)c(S(=O)(=O)NCCc3ccc(S(N)(=O)=O)cc3)c2)on1,0%,-13%,-6%,nt,nt,-7%,1%,nt
CCN1CCC2(CC1)N=C(c1ccc(F)cc1)C(=S)N2C(=O)c1ccc(C)cc1,1%,-1%,14%,6%[10 µM],-4%,-4%,?,4%
S=c1[nH]nc(C2CCCCC2)n1/N=C/C(Cl)=C\c1ccccc1,2%,8%,-5%,1%[10 µM],-3%,-6%,?,0%
Cc1nc2nncn2c(NCc2ccc(F)cc2)c1C,0%,5%,2%,nt,nt,-2%,-5%,nt
CC(C)N(C(=O)c1ccc(C(=O)Nc2ccc([N+](=O)[O-])cc2)cc1)C(C)C,-6%,3%,-2%,0%,i,-1%,3%,-2%[11.4 µM]
c1ccc(CCNc2nc(-c3ccccn3)cs2)cc1,-4%,-14%,6%,-4%[10 µM],i,-25%,?,?
# New compounds follow:
SMILES,TR SRC2 fluor cs,TRb-SRC2 inh,Tau FP inhib,HTT ATP protect,RECQ1 helicase,Tau fluor cs,Tau fibril ThT,L3MBTL1 inh
O=C1c2ccccc2OCOc2ccccc21,-3%,-11%,3%,16%,-8%,1%,-3%,7%
Cc1ccc(CSCCNC(=O)c2ccc(N(C)S(=O)(=O)c3ccccc3)cc2)cc1,5%,-1%,-8%,-17%[10 µM],i,?,-12%,4%
COc1ccccc1NC(=O)Cn1nnc(-c2ccccc2NC(=O)c2cc3ccccc3oc2=O)n1,-2%,-8%,?,-7%,-12%,-10%,-14%,4%
COC(=O)c1ccc(OC)c(Cn2c(=O)n(-c3cccc(Cl)c3)c(=O)c3c4c(sc32)CN(C(C)=O)CC4)c1,5%,2%,6%,nt,nt,-6%,-7%,nt
O=C(CCN1C(=O)c2cccc([N+](=O)[O-])c2C1=O)Nc1nccs1,-3%,2%,-11%,-6%,i,-1%,-5%,-26%
COc1ccccc1-c1cc2nc(C)c(CCC(=O)NC(C)CCc3ccco3)c(C)n2n1 (configuration not stated),-2%,1%,-13%,-33%,-11%,-20%,?,nt
Fc1ccccc1Nc1c2c(nc3ccccc13)CCC2,0%,5%,4%,nt,nt,-11%,3%,nt
CC(=O)Nc1ccc(Nc2nnc(-c3ccc(C)c(S(=O)(=O)NCC4CCCO4)c3)c3ccccc23)cc1 (configuration not stated),-2%,-4%,?,-5%[10 µM],-7%,?,-16%,2%
Cc1nc(N2CCN(c3ccccc3)CC2)[nH]c(=O)c1CCC(C)C,-2%,4%,9%,nt,2%,0%,-14%,3%
COc1cc(CN2CCNC(=O)C2CC(=O)NCCC2=CCCCC2)cc(OC)c1 (configuration not stated),0%,-4%,-4%,11%[10 µM],-2%,-7%,-17%,-14%
COc1cc2c(cc1OC)C(C(=O)Nc1ccc3c(c1)OCCO3)C1c3ccccc3CCN1C2=O (configuration not stated),0%,-2%,-5%,-2%,-12%,-9%,-6%,2%
CCc1nnc(NC(=O)CSc2nnc(-c3ccc(O)cc3)n2C)s1,-3%,-6%,-9%,5%[10 µM],-7%,-15%,?,-8%
CCOC(=O)N1CCN(C(=O)CCCN2C(=O)CSc3nc(C)cc(C)c32)CC1,-5%,-5%,-11%,-4%,-2%,-4%,5%,33%
Cc1nn(-c2ccccc2)c(C)c1/C=N/NC(=O)c1cc(C(C)(C)C)[nH]n1,-1%,8%,0%,-2%[10 µM],-4%,-8%,?,11%
Cc1nn(C)cc1/C=N/NC(=O)c1ccco1,-4%,1%,4%,9%[10 µM],-3%,-1%,-6%,0%
O=C(O)C1(c2cccc(Cl)c2)CCC1,-1%,-12%,-4%,23%[4.97 µM],-10%,-1%,-1%,0%
Cc1sc2c(c1C)c(=O)n(-c1ccc(Cl)cc1)c(=O)n2CC(=O)c1ccccc1,-1%,-3%,-6%,nt,nt,-15%,0%,nt
CCCn1nc(C(=O)OCC(=O)Nc2cccc(OC)c2)c2ccccc2c1=O,-1%,5%,-7%,-28%,-1%,-19%,2%,-4%[11.4 µM]
Cc1nnc(NC(=O)CSc2nnc(-c3ccco3)o2)s1,2%,3%,8%,-10%,-4%,5%,-17%,42%[activator]
NC(=O)c1ccccc1NC(=O)c1ccccc1S(=O)(=O)c1ccccc1[N+](=O)[O-],0%,3%,7%,-10%[10 µM],-2%,-10%,-3%,8%
CCOc1ccc(NC(=O)COC(=O)C2(C)CC2(Cl)Cl)c([N+](=O)[O-])c1 (configuration not stated),-3%,0%,18%,-60%[inhibitor],-11%,-25%,?,?
COC(=O)[C@@]1(Cc2ccc(F)cc2)[C@H]2c3cc(C(=O)N(C)C)n(Cc4ccc(OC(F)(F)F)cc4)c3C[C@H]2CN1C(=O)c1ccccc1,-1%&3%,7%&2%,3%&10%,28%,-23%&-12%,-19%&-13%,?,0%
O=C(CSCc1ccccc1)Nc1ccc(S(=O)(=O)N2CCOCC2)cc1,0%,-1%,0%,7%,10%,-13%,-11%,-3%
N#CC(=C1CCCC1)c1nc(-c2ccccc2)cs1,2%,1%,11%,-53%[inhibitor],?,-18%,?,28%
O=C1CC(=O)CC(c2ccccc2)C1,-2%,0%,-6%,-12%,i,-29%,?,nt

# A second format for some results above.
> CCc1nnc(NC(=O)CSc2nnc(-c3ccc(O)cc3)n2C)s1
- TR SRC2 fluor cs: -3%
- TRb-SRC2 inh: -6%
- Tau FP inhib: -9%
- HTT ATP protect: 5%[10 µM]
- RECQ1 helicase: -7%
- Tau fluor cs: -15%
- Tau fibril ThT: ?
- L3MBTL1 inh: -8%
> CCOC(=O)N1CCN(C(=O)CCCN2C(=O)CSc3nc(C)cc(C)c32)CC1
- TR SRC2 fluor cs: -5%
- TRb-SRC2 inh: -5%
- Tau FP inhib: -11%
- HTT ATP protect: -4%
- RECQ1 helicase: -2%
- Tau fluor cs: -4%
- Tau fibril ThT: 5%
- L3MBTL1 inh: 33%
> Cc1nn(-c2ccccc2)c(C)c1/C=N/NC(=O)c1cc(C(C)(C)C)[nH]n1
- TR SRC2 fluor cs: -1%
- TRb-SRC2 inh: 8%
- Tau FP inhib: 0%
- HTT ATP protect: -2%[10 µM]
- RECQ1 helicase: -4%
- Tau fluor cs: -8%
- Tau fibril ThT: ?
- L3MBTL1 inh: 11%
> Cc1nn(C)cc1/C=N/NC(=O)c1ccco1
- TR SRC2 fluor cs: -4%
- TRb-SRC2 inh: 1%
- Tau FP inhib: 4%
- HTT ATP protect: 9%[10 µM]
- RECQ1 helicase: -3%
- Tau fluor cs: -1%
- Tau fibril ThT: -6%
- L3MBTL1 inh: 0%
